Compound activity deposited in PubChem BioAssay by several laboratories.
NPY-Y1 antag: NPY-Y1 (human) receptor antagonism; HEK293-CNG Y1 cells, membrane potential fluorescence; NPY at EC95, then isoproterenol; inhibition, % at 3.6 µM; 200,000 tested, 1% active;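 active = inhibition above the campaign mean inhibition of all tested compounds plus 3 SD, cut at about 20% in these data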;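 also: 0% = DMSO wells given NPY plus isoproterenol and 100% = isoproterenol alone without NPY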
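Test system: HEK293 cells co-expressing NPY Y1 receptor and cyclic-nucleotide gated channel; Also added: NPY (25 nM), isoproterenol (1 µM), Ro 20-1724 (25 µM); Compound dosing: one concentration, 3.6 µM, in 0.4% DMSO; Timing: dye 3 h, compound 60 min room temperature, stimulation 45 min; Technique: Membrane-potential fluorescent dye readout.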
S1P4 antag: blocks the human S1P4 receptor; O95977; S1P4-expressing cells, antagonist mode, reporter read-out; inhibition, % at 4.98 µM; 220,000 tested, 0.26% active; AID 1510; in the data active = inhibition above about 29%;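 also: 0% = wells stimulated with agonist and 100% = vehicle wells without agonist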
Target sequence (O95977 whole entry, looked up): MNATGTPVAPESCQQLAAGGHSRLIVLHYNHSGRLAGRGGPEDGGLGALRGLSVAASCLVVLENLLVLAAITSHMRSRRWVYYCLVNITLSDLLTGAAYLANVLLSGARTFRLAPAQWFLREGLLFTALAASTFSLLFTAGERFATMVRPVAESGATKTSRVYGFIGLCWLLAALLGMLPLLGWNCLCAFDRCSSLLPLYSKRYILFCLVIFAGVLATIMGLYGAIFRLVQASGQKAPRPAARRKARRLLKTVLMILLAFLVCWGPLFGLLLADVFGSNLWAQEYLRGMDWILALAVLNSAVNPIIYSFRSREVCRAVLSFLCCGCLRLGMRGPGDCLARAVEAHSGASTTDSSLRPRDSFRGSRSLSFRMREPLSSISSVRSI
EP2 modulator: modulates human prostaglandin E2 receptor EP2 signaling; P43116; EP2-expressing cells, cAMP HTRF FRET, PGE2 co-stimulation; induction, % at 25 µM; 260,000 tested, 0.83% active;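 active = compounds whose cAMP rise, as percent of the full-agonist control response, exceeds 60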;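 also: rat C6 glioma line stably carrying human EP2 under a CMV promoter; the protocol text gives 20 µM as final concentration; 100% = response of wells given 1 µM PGE2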
Target sequence (P43116 whole entry, looked up): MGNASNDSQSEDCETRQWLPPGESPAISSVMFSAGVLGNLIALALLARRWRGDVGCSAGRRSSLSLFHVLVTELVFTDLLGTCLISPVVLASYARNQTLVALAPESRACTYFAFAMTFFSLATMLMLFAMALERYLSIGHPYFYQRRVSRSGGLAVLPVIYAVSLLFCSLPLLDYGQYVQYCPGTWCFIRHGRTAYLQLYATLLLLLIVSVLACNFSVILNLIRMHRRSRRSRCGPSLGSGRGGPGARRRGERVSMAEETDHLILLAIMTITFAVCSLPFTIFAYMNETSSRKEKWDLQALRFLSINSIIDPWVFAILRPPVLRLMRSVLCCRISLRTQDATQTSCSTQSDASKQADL
NPY-Y2 PAM-ag: potentiators or agonists of human neuropeptide Y receptor Y2; P49146; cells expressing NPY-Y2, potentiator/agonist read-out; activation, % at 3.6 µM; 220,000 tested, 0.45% active; AID 1359; in the data active = activation above about 27%;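 also: cells stimulated with NPY near EC25 plus isoproterenol at EC100; 0% = vehicle plus submaximal agonist and 100% = vehicle plus saturating agonist; some results beyond the cut were filed as inactive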
NPY-Y1 PAM-ag: potentiates or activates human NPY-Y1 receptor; activation, % at 3.6 µM; NPY-Y1 expressing cells, potentiator/agonist activation; 220,000 tested, 0.37% active; in the data active = activation above about 33%, passing the limit was not always enough;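 also: cells stimulated with NPY at EC10 then isoproterenol at EC100; 0% = low agonist plus stimulus and 100% = saturating agonist plus stimulus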
p97 inhibitor: blocks human p97 ATPase activity. recombinant p97 ATPase, Kinase-Glo ATP luminescence, 3 h. AID 1481. inhibition, % at 8 µM. P55072. 220,000 tested, 0.42% active; in the data active = inhibition above about 15%;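 also: 0% = DMSO vehicle and 100% = wells lacking enzyme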
PGE2 EP2 inh: inhibitors of human EP2 prostaglandin E2 receptor | inhibition, % at 25 µM | P43116 | AID 1422 | 260,000 tested, 0.52% active | C6 glioma cells expressing human EP2, cAMP TR-FRET; cells stimulated with saturating PGE2;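 active = percent inhibition above 40 after rounding to a whole number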;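 also: rat C6 glioma host cells with rolipram phosphodiesterase inhibitor present; the protocol text gives 20 µM as final concentration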
S1P4 ag: activates the human S1P4 receptor; AID 1509; 220,000 tested, 0.35% active; activation, % at 4.98 µM; S1P4-expressing cell line, agonist reporter assay; in the data active = activation above about 11%;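 also: 0% = DMSO vehicle and 100% = reference agonist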
eIF4E-4G inh: blocks eIF4E binding to eIF4G; P63073+Q04637; TR-FRET eIF4E-eIF4GI(517-606) binding, 2 h; 220,000 tested, 0.37% active; inhibition, % at 21.7 µM;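 active = inhibition above about 30%, limit read from the data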;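 also: 0% = full FRET control wells and 100% = background wells lacking eIF4GI fragment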
* marks the source's active call; other numbers are inactive results; nt = not tested or not shown; & = joins results of further samples; [ ] = dose if it differs, or a comment. The list is partial; count on the stated rates, not on these rows.

SMILES | NPY-Y1 antag | S1P4 antag | EP2 modulator | NPY-Y2 PAM-ag | NPY-Y1 PAM-ag | p97 inhibitor | PGE2 EP2 inh | S1P4 ag | eIF4E-4G inh
O=C(CSc1nc2c(c(=O)n1-c1ccc(Br)cc1)SCC2)Nc1nccs1 | -3 | 1 | 7 | -5 | -10 | 1 | 3 | -0.1 | 2
COC(=O)Cc1cc(OC)c(OC)cc1S(=O)(=O)N(C)C | 3 | -11 | -8 | -9 | -11 | -1 | 3 | -0.7 | 0
COc1cc(C2C(C#N)=C(C)NC3=C2C(=O)c2ccccc23)cc(OC)c1OC (configuration not stated) | 7 | 3 | 5 | -5 | 3 | 5 | 13 | -2.2 | -17[fluorescence artefact?]
CN1CCCCc2c1nc1ccccc1c2N (tested in a mixture with another compound) | 4 | -10 | 2 | -4 | -8 | 5 | 5 | 2.2 | -7
O=C(NC1=NCCS1)[C@H](Cc1ccccc1)N1C(=O)c2ccccc2C1=O | -5 | -12 | 0 | 11 | -7 | -5 | 3 | -1.1 | -6
Cc1cc(C)c(C)c(S(=O)(=O)Nc2ccccc2C(=O)NCCCN2CCOCC2)c1C | 1 | -21 | 30 | -5 | -22 | -2 | 5 | -0.4 | 3
CCC1CCCCN1C(=O)Cn1c(C(=O)OC)cc2ccsc21 (configuration not stated) | 8 | 1 | 11 | 5 | -8 | 1 | 11 | -0.8 | 2
CCOC(=O)c1sc(=NC(=O)c2ccc(Cl)s2)n(C)c1C | -2 | 2 | 4 | -10 | -15 | 4 | 8 | -0.9 | -6
CCOC(=O)c1ccc(S(=O)(=O)N2CCN(CCC#N)CC2)cc1 | 2 | -4 | -6 | -4 | 13 | 5 | 5 | 0.2 | 0[fluorescence artefact?]
COc1cc(NS(=O)(=O)c2ccc3[nH]c(=O)oc3c2)cc(OC)c1 | 7 | 2 | 13 | 3 | 4 | 8 | 3 | -1.0 | 5
CCSC1=NCCN1C(=O)c1ccc(S(=O)(=O)N(CC)CC)cc1 | 1 | 1 | 12 | 4 | -18 | -1 | 4 | 0.2 | 3
NNc1nc2sc3c(c2c(=O)n1Cc1ccccc1)CCC3 | nt | -15 | -3 | 2 | 10 | -4 | 10 | 1.0 | 8
O=C1CN(C(=O)CSc2nncn2-c2ccccc2)c2ccccc2N1 | -13 | 4 | -16 | 3 | -2 | 2 | 7 | 0.9 | -15
O=C(CSc1nc(-c2ccccc2)c(-c2ccccc2)o1)Nc1nnc(-c2ccccc2)s1 | 5 | -17 | 37 | 10 | 4 | 1 | nt | 0.2 | -4
CC(C)c1nnc(NC(=O)CN(C)S(=O)(=O)c2ccc3c(c2)OCCO3)s1 | 1 | 0 | 26 | -10 | -9 | -7 | 8 | -0.6 | 6
CN(C)S(=O)(=O)c1ccc(C(=O)Oc2coc(CSc3ncccn3)cc2=O)cc1 | 1 | 1 | 6 | 10 | 6 | 0 | 7 | -0.1 | -2
COc1ccccc1/C=C/C(=O)OCC(=O)NNC(=O)c1ccccc1 | 7 | -6 | -8 | 5 | -16 | 1 | 12 | 1.3 | 2
C=CCn1c(SCc2cc([N+](=O)[O-])cc3c2OCOC3)nc2cc(C(=O)O)ccc2c1=O | nt | 4 | 7 | -8 | 2 | -2 | 12 | 2.0 | 6
CC1(C)CC2(CC(c3ccccc3)c3ccc(O)cc3O2)NC(=S)N1 (configuration not stated) | -2 | -23 | 8 | 8 | 12 | 5 | 17 | 1.8 | 3
Cc1occc1C(=O)NNC(=O)c1nn(C)c(=O)c2ccccc12 | 3 | -12 | 14 | -1 | -15 | 6 | 2 | 0.5 | -1
COc1ccccc1C1CC(=O)n2c(nc(-c3ccccc3)c2-c2ccccc2)S1 (configuration not stated) | 3 | -9 | 7 | -7 | -5 | 4 | 6 | -1.3 | 0[fluorescence artefact?]
Cc1cccnc1N(C(=O)Nc1ccccc1)C1=NCC(C)(C)S1 | 0 | -7 | 86* | 3 | 7 | 2 | 9 | 1.3 | -5
COC(=O)C1=C(C)N=C2SC(C#N)=C(N)N2C1c1ccc(OCc2ccccc2)cc1 (configuration not stated) | -2 | 9 | 3 | 15 | 14 | -3 | 18 | 0.3 | -10
S=C1NCN(Cc2cccnc2)CN1 | nt | 12 | -4 | -8 | -16 | 2 | 3 | -0.3 | 1
Cc1cc(C)c(NC(=O)Cn2nnc(C(=O)NCc3cccs3)c2N)c(C)c1 | 8 | -17 | 5 | 14 | 7 | 1 | 4 | -0.5 | -28
CN(CCOc1ccc(-c2ccn(S(=O)(=O)c3cccc4ccccc34)n2)cc1)c1ccccn1 | 8 | -4 | 2 | -9 | -23 | 5 | 15 | -1.5 | -7
C=CCNC(=O)c1ccc(-c2cccc([N+](=O)[O-])c2)o1 | -4 | -2 | -9 | 3 | 0 | 3 | 5 | -1.5 | 4
O=c1oc2ccc(Br)cc2cc1S(=O)(=O)c1ccc(F)cc1 | 4 | 6 | 22 | 1 | 21 | -3 | 9 | -0.5 | 1
COCc1nc2ccccc2n1CCCOc1ccccc1 | 0 | -11 | 17 | -14 | -1 | -4 | 8 | -1.6 | -9
COc1ccc2c(c1)[nH]c1c(=O)n(Cc3ccncc3)cnc12 | nt | 17 | -27 | -10 | 2 | 6 | 7 | 0.8 | 0
CC(=O)c1c(C(C)=O)c(C)n(-c2nc(-c3cccs3)c(C)s2)c1C | 9 | -4 | 14 | 11 | -19 | -3 | 28 | 0.9 | -4
O=C1N=c2ccccc2=C1c1sc(=S)n(NC(=O)c2ccccc2)c1O | nt | 4 | -16 | 9 | 25 | 6 | 23 | -0.6 | -2
COC(=O)c1cccc(C(=O)Nc2ccc(F)cc2)n1 | -2 | 1 | -17 | -5 | 22 | 7 | 7 | 0.5 | 0
CN(C)Cc1cc(C(C)(C)C)cc(C(C)(C)C)c1O | nt | -3 | 10 | 3 | 9 | 4 | 11 | -1.3 | -1
CSc1ccc(CN(C)CC(=O)Nc2cccc(Br)c2)cc1 | 10 | -11 | 0 | 0 | -16 | -4 | 5 | 0.6 | -1[fluorescence artefact?]
NC(=O)C(c1ccccc1)C1CCCCC1 (configuration not stated) | -6 | 16 | -10 | 14 | 6 | 1 | 8 | 0.0 | nt
CN(CCc1ccccn1)c1ccc([N+](=O)[O-])cn1 | nt | -10 | 3 | 1 | 7 | 8 | 10 | 0.2 | -3
CNC(=O)Oc1ccc2c(c1)[C@]1(C)CCN(C)[C@@H]1N2C | -3 | -25 | 20&-2&13&24&-6 | 1 | -4 | -1 | 17&7&8&11&22 | 2.5 | -1
Cc1ccc(S(=O)(=O)Nc2cc(NC(=O)CN3CCOCC3)ccc2Cl)cc1 | 5 | -3 | 6 | 15 | -6 | 0 | 5 | -1.6 | -2
N#CC(c1ccccc1)N(CCCCl)C(=O)c1ccccc1 (configuration not stated) | 3 | -18 | -4 | -11 | -9 | 4 | 4 | 0.9 | 1
COc1ccc(OC)c2sc(Cl)nc12 | -1 | 11 | -7 | 3 | -9 | 6 | 2 | 0.9 | 0
Cc1ccccc1NC(=O)C(=O)NCCc1c[nH]c2ccccc12 | 6 | -1 | -66 | 4 | -13 | 3 | 6 | 0.4 | 5
CCSc1nnc(Cc2cc(=O)[nH]c(=O)[nH]2)n1-c1cc(C)ccc1C | -2 | -21 | 6 | -1 | 1 | 5 | 7 | -0.4 | 0[fluorescence artefact?]
Cc1cc2ccccn2c1C(=O)c1nc(N2CCOCC2)ncc1Cl | 4 | 0 | -17 | 0 | -3 | 0 | 3 | 1.5 | -10
COc1cc(S(=O)(=O)NC2CCCC2)ccc1F | 2 | -4 | 14 | -8 | 3 | 1 | 6 | -4.9 | 3
CC(C)c1ccc(/C=C(\c2nc3ccccc3[nH]2)S(=O)(=O)c2ccccc2)cc1 | 3 | 24 | 7 | -8 | 7 | 11 | 9 | -0.9 | -1[fluorescence artefact?]
CCN(CCCNC(=O)C1CCN(S(=O)(=O)c2cnc[nH]2)CC1)c1cccc(C)c1 | -3 | 5 | -1 | 22 | -13 | 3 | 10 | -2.0 | -5
CC(C)=C1C2CCC1C1C(=O)N(c3nccs3)C(=O)C21 (configuration not stated) | 1 | -11 | 6 | 1 | -3 | -1 | 6 | 1.2 | -6[fluorescence artefact?]
COc1ccc2[nH]c(C(O)(Cc3cccnc3)Cc3cccnc3)cc2c1 | 1 | -15 | -7 | -3 | -2 | 5 | 8 | 3.5 | 12
CCC(C)(C(=O)NC1CCCCC1)N(CC1CCCO1)C(=O)Cc1cccs1 (configuration not stated) | 21* | -8 | 12 | 5 | 0 | -1 | 8 | 0.4 | 2
O=C1OCCC1Sc1nnc(-c2cccnc2)n1-c1ccccc1F (configuration not stated) | -5 | -19 | -10 | -5 | 5 | 5 | 4 | 2.6 | -2
CCc1ccc(S(=O)(=O)Nc2ccc(-c3nc4cccnc4s3)cc2)s1 | 2 | -5 | -1 | -13 | -4 | -1 | 7 | -0.6 | 4
COc1ccc(/C=N/NC(=O)c2ccc(Br)cc2)cc1Cn1cc(Cl)cn1 | 2 | -22 | 9 | -8 | -7 | -5 | 1 | 1.3 | -10
C=C(C)C1CC=C(C)/C(=N/NC(=O)c2ccoc2C)C1 (configuration not stated) | 2 | -32 | -5 | -6 | 3 | -2 | 4 | -0.8 | 16
Cc1ccc2nc(/C=C/c3cccc(F)c3)ccc2c1 | 0 | -11 | -3 | -4 | -15 | 0 | 6 | 1.0 | 7
CCOc1ccc(NC(=S)Nc2ccc(OC)cc2)cc1 | 2 | -3 | -55 | -9 | -5 | 2 | 11 | 0.8 | 0
O=C(NCC(=O)N1CC(O)CC1C(=O)N1CC(O)CC1C(=O)OCc1ccccc1)OCc1ccccc1 (configuration not stated) | 0 | 4 | 0 | 1 | 3 | 2 | 0 | 1.2 | -3
O=C(N/N=C/C=C\c1ccccc1[N+](=O)[O-])c1ccccn1 | -2 | -13 | -13 | 3 | -15 | 5 | 14 | -0.7 | -4
COC(=O)c1cc(Cl)c(NC(=O)c2ccc(C(C)(C)C)cc2)cc1OC | 10 | -2 | 41 | -46 | -70 | -5 | 10 | 0.2 | 3
Cc1ccc(C(CC(N)=O)c2ccco2)cc1 (configuration not stated) | 5 | -13 | 5 | -3 | 6 | -4 | 10 | 0.4 | -2
COc1ccc(OC)c(N=C(N)N=C(N)N)c1 | -2 | -20 | 9 | 6 | -9 | 2 | 3 | 0.6 | 2

Random excerpt: 4 compounds from above, in no set order.
SMILES | NPY-Y1 antag | S1P4 antag | EP2 modulator | NPY-Y2 PAM-ag | NPY-Y1 PAM-ag | p97 inhibitor | PGE2 EP2 inh | S1P4 ag | eIF4E-4G inh
NNc1nc2sc3c(c2c(=O)n1Cc1ccccc1)CCC3 | nt | -15 | -3 | 2 | 10 | -4 | 10 | 1.0 | 8
COc1ccc(OC)c(N=C(N)N=C(N)N)c1 | -2 | -20 | 9 | 6 | -9 | 2 | 3 | 0.6 | 2
CN1CCCCc2c1nc1ccccc1c2N (tested in a mixture with another compound) | 4 | -10 | 2 | -4 | -8 | 5 | 5 | 2.2 | -7
CCSc1nnc(Cc2cc(=O)[nH]c(=O)[nH]2)n1-c1cc(C)ccc1C | -2 | -21 | 6 | -1 | 1 | 5 | 7 | -0.4 | 0[fluorescence artefact?]
